14-3-3 Bad inh: disrupts binding of bovine 14-3-3 zeta to phospho-Bad peptide; P63103; TR-FRET 14-3-3zeta/Dy647-pBad peptide displacement, 1 h; inhibition, % at 21.7 µM; 220,000 compounds, 0.71% hits; AID 781;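 active = inhibition above about 70%, limit read from the data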;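 note: 0% = full 14-3-3 plus peptide FRET controls and 100% = background without 14-3-3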
L929 necroptosis: L929 zVAD cell death inhibition; L929 zVAD necroptosis rescue, ATP luminescence, 24 h; with zVAD 60 µM; viability rescue, % at 10 µM; 220,000 compounds, 0.38% hits; AID 1377;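 active = activation, scaled between plate controls, above about 75%, limit read from the data; inactive = activation under that limit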;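 note: 0% = zVAD with DMSO and 100% = DMSO alone without zVAD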
Runt-SMMHC FRET: Runt domain-CBFb-SMMHC interaction inhibition; AID 1434; Cerulean-Runt/Venus-CBFb-SMMHC FRET ratio 530/480, 1 h; inhibition, % at 20 µM; 220,000 compounds, 0.74% hits;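 active = mean inhibition across duplicate retests at 20 µM reaching about 50%, limit read from the data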;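 note: 0% = DMSO wells and 100% = wells with excess untagged CBFb-SMMHC; inhibitors lower the FRET ratio by blocking Runt binding to CBFb-SMMHC; some results filed as inactive read as strong as hits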
Tb hexokinase: blocks Trypanosoma brucei hexokinase 1 activity | AID 1430 | inhibition, % at 10 µM | 220,000 compounds, 0.11% hits | recombinant TbHK1, G6PDH-coupled NADH A340;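 active = inhibition of 50% or more in the single-dose primary screen; inactive = inhibition below 50%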
p47phox inh: p47phox (human) inhibition. P14598. p47phox/p22phox peptide binding, fluorescence polarization, 2 h. inhibition, % at 24.7 µM. 220,000 compounds, 0.53% hits;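 active = inhibition above about 30%, limit read from the data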;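 note: 0% = p47phox with labelled peptide and 100% = labelled peptide alone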
Hck-Nef inh: blocks Nef-activated human Hck kinase. P08631. Recombinant Hck-YEEI plus Nef, Z-Lyte FRET kinase assay. inhibition, % at 20 µM. 220,000 compounds, 0.68% hits;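 active = Hck-Nef kinase inhibition above about 50%, limit read from the data; inactive = inhibition below that limit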;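 note: 0% = DMSO with Hck plus Nef and 100% = Hck alone without Nef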
Target sequence (P08631 whole entry, looked up): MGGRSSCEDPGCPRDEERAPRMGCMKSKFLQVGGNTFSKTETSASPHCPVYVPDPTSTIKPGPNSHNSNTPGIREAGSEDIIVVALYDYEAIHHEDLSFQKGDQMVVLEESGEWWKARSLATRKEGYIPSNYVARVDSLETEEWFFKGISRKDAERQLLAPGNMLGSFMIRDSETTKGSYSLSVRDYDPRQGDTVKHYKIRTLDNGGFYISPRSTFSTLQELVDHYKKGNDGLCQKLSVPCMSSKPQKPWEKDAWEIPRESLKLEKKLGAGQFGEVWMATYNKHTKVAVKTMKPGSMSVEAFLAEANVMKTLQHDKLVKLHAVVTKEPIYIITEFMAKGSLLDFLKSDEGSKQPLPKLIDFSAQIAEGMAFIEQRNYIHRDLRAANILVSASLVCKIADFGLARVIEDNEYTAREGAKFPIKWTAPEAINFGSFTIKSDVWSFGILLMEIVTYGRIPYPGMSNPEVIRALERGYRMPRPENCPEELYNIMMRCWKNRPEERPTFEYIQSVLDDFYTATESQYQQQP
EBV gp42 block: inhibitors of Epstein-Barr virus glycoprotein 42; 220,000 compounds, 0.42% hits; Fluorescence polarization binding assay, mP read-out; inhibition, % (tested at 21.74 µM); Q1HVG2; AID 1085; in the data active = inhibition above about 50%
Mdm2 ligase inh: inhibitors of human Mdm2 E3 ubiquitin ligase; Q00987; cell-based MDM2 ubiquitination luciferase reporter, 2 h; 0 = plate control, 100 = twice control, blank-subtracted; signal enhancement, % at 5 µM; 210,000 compounds, 0.11% hits; AID 1230;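 active = signal enhancement of 30% or more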;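 note: luminescence tracks abundance of the self-degrading MDM2-luciferase fusion protein; higher signal means inhibition of MDM2 E3 ligase activity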
Target sequence (Q00987 whole entry, looked up, the tested form may be a part): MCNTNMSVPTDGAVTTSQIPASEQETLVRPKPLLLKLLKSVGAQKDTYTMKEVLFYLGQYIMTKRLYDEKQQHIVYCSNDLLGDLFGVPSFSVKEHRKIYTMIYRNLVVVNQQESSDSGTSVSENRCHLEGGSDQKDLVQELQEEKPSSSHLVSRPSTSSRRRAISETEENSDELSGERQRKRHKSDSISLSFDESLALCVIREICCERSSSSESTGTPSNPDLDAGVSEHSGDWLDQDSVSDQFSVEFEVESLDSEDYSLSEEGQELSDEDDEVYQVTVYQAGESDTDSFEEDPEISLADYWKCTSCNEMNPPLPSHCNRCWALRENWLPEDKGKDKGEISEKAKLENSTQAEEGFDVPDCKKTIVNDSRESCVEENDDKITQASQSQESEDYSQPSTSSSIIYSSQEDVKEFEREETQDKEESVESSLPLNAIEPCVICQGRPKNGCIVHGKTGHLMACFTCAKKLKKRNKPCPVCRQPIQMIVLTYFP
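Test system: stable mammalian line carrying autodegrading MDM2–luciferase fusion reporter; quantity: 2000 cells in each well; times: 4 h cell settling then 2 h compound exposure, 37 °C; detection: luminescence with SteadyLite reagent, 15 min at room temperature; evaluation: percent signal gain over controls, blank-subtracted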
Runt-CBFb FRET: inhibitors of human RUNX1 Runt domain binding to CBFb; 220,000 compounds, 0.46% hits; inhibition, % at 20 µM; Q01196+Q13951; Cerulean-Runt/Venus-CBFb FRET ratio 530/480, 1 h; AID 1496;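 active = inhibition over about 50% at 20 µM in the single-dose screen, limit read from the data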;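 note: 0% = DMSO wells and 100% = excess unlabeled CBFb competitor control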
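Buffer or medium: Tris pH 7.5 buffer with BSA. Assay system: Cerulean-labeled Runt domain protein. Amount: each fluorescent fusion protein 100 nM. Read-out basis: loss of energy transfer signal. Incubation: 1 h compound exposure, room temperature. Probe or stimulus: Venus-CBFb binding partner, 100 nM. Detection: FRET, excitation 422 nm, emission at 530 and 480 nm.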
Starred values were filed as active, the others as inactive; nt = not tested or not shown; [ ] = another dose, or the depositor's remark. Random draw from the library; about 3.2% have a hit in one of these screens.

SMILES	14-3-3 Bad inh	L929 necroptosis	Runt-SMMHC FRET	Tb hexokinase	p47phox inh	Hck-Nef inh	EBV gp42 block	Mdm2 ligase inh	Runt-CBFb FRET
COc1c(C)cc(Br)cc1C(=O)NC(=S)Nc1ccc(Cl)c(C(=O)O)c1	-18	3.0	-3	-5	-15	21	-12	-7	-4
O=C(NNS(=O)(=O)c1ccccc1)c1cccnc1	-1	1.6	0	4	-13	5	-8	1	3
CCCC(=O)NC1=C(C#N)C2(CCCCC2)Cc2ccccc21	-9	-1.0	-5	-9	-5	13	-11	-5	2
Cn1cc(S(=O)(=O)Nc2ccc(OC(F)(F)F)cc2)c(=O)n(C)c1=O	-3	0.3	2	-13	-4	-11	-2	-2	2
CCc1ccccc1N(C(C)=O)c1nc(CCl)cs1	-7	2.4	5	4	3	22	-3	14	-1
O=C(NC1CCS(=O)(=O)C1)OC1CCCCC1 (configuration not stated)	-1	-0.1	-3	-4	1	0	-19	-13	-1
CC1CCCC(C(=O)O)N1C(=O)CCSC(=O)c1ccccc1 (configuration not stated)	9	0.5	-5	-1	-3	1	-5	-8	-1
O=C(Cc1ccccc1)N[C@@H](Cc1ccccc1)C(=O)O	1	0.7	-1	-2	-9	-4	-4	nt	1
O=C(NNc1cccc(Cl)n1)Nc1ccccc1	8	0.0	-3	4	6	0	0	12	0
COc1ccccc1C1/C(=C(/O)c2ccc(C)cc2)C(=O)C(=O)N1CC(C)O (configuration not stated)	53	-0.2	-3	-23	-8	1	-24	3	nt

Ordered by the number under p47phox inh (smallest number first): 3 of the compounds above.
Compound	14-3-3 Bad inh	Runt-SMMHC FRET	Tb hexokinase	p47phox inh	Hck-Nef inh	EBV gp42 block	Mdm2 ligase inh	Runt-CBFb FRET
Cn1cc(S(=O)(=O)Nc2ccc(OC(F)(F)F)cc2)c(=O)n(C)c1=O	-3	2	-13	-4	-11	-2	-2	2
O=C(NC1CCS(=O)(=O)C1)OC1CCCCC1 (configuration not stated)	-1	-3	-4	1	0	-19	-13	-1
CCc1ccccc1N(C(C)=O)c1nc(CCl)cs1	-7	5	4	3	22	-3	14	-1

The listing picks up, starting two compounds before the break.
SMILES	14-3-3 Bad inh	L929 necroptosis	Runt-SMMHC FRET	Tb hexokinase	p47phox inh	Hck-Nef inh	EBV gp42 block	Mdm2 ligase inh	Runt-CBFb FRET
O=C(NNc1cccc(Cl)n1)Nc1ccccc1	8	0.0	-3	4	6	0	0	12	0
COc1ccccc1C1/C(=C(/O)c2ccc(C)cc2)C(=O)C(=O)N1CC(C)O (configuration not stated)	53	-0.2	-3	-23	-8	1	-24	3	nt
Cc1ccc(N2C(=O)c3ccc(C(=O)O)cc3C2=O)cc1C	9	-0.7	-8	-9	14	0	-2	-3	0
CC(NC(=O)C12CC3CC(CC(C3)C1)C2)C(=O)N/N=C/C1=C(N2CCOCC2)C(=C\c2cccc([N+](=O)[O-])c2)/CC1 (configuration not stated)	3	3.4	-7	-15	5	1	-19	-3	-1
Cc1cc(C)cc(NS(=O)(=O)c2ccc3[nH]cc(C(=O)N4CCc5ccccc54)c(=O)c3c2)c1	11	0.0	-5	-3	-39	1	-9	8	1
Cc1c(C(=S)NC(=O)C2CC2)c(=O)n(-c2ccccc2)n1C	-1	3.6	0	-27	-20	34	-33	-12	4
O=C(Cn1cnc2ccc(Cl)cc2c1=O)c1cccs1	-9	1.3	0	0	-8	0	-4	-1	1
O=C(c1ccco1)N1CCN(Cc2nc3ccccc3c(=O)n2-c2ccc(F)cc2)CC1	8[fluorescence artefact?]	0.1	3	-7	-7	2	-17	-3	2
Cc1nn(C)cc1/C=N/n1nnnc1N	6[fluorescence artefact?]	0.2	-1	0	-4	2	1	-8	-1
COc1ccccc1NS(=O)(=O)c1cc(NC(=O)c2ccc3ccccc3n2)ccc1Cl	-10	0.3	1	5	-12	6	-19	3	-1
O=C(N/N=C/c1ccc(-c2ccccc2[N+](=O)[O-])o1)[C@H]1C[C@@H]1c1ccccc1	3	7.4	-3	-10	-11	2	-10	-6	5
Cc1oc(S(=O)(=O)N2CCCC2)cc1C(=O)Nc1ccccc1	1	1.1	0	26	-4	4	-10	-7	1
Cc1ccccc1NC(=S)NC1CCN(Cc2ccccc2)CC1	-4	-0.4	3	-2	6	4	-10	nt	3
c1ccc2c(c1)nc(N1CCCCCC1)c1ccccc12	24	1.1	5	-16	-3	12	-51	-11	-3
Cc1ccc(S(=O)(=O)N(C)C)cc1-n1c(SCC(=O)Nc2ccccc2)nc2ccccc2c1=O	10	-0.1	1	32	0	-2	-28	-12	0
CC(=NCCc1c(C)[nH]c2ccc(C)cc12)C1=C(O)CC(c2ccccc2)CC1=O (configuration not stated)	-16[fluorescence artefact?]	0.1	-2	30	-9	1	1	0	-1
Cc1ccc(C(=O)n2c(-c3ccccc3)cnc2SCC(=O)Nc2ccccc2)cc1	2[fluorescence artefact?]	1.8	1	0	-22	-8	-13	10	1
CC(=O)Nc1ccc(C2NC(=O)c3ccccc3O2)cc1 (configuration not stated)	6	0.3	3	3	1	-2	-2	-16	-1
COc1ccc(CN2C(=O)c3ccccc3C2=O)cc1C(=O)OCC(=O)NC1CCCCC1	-12[fluorescence artefact?]	1.8	-1	27	-31	1	-11	3	-4
Cn1ncc([N+](=O)[O-])c1C(=O)Nc1ccc(-c2nc3ccccc3o2)cc1	-4	2.9	-3	-8	-2	24	2	-10	-3
CSc1nc(SCCO)c2sc3nc(-c4ccco4)c4c(c3c2n1)CC(C)(C)OC4	18	8.5	-46	-9	-77	78*	18	-40	-12
CCc1cc2c(N=Nc3c(O)[nH]c4ccccc34)ncnc2s1	4	1.1	-68	-7	-35	2	-66	-6	-2

A few values from the results shown:
For Hck-Nef inh, `c1ccc2c(c1)nc(N1CCCCCC1)c1ccccc12` shows 12
For Runt-CBFb FRET, `COc1ccc(CN2C(=O)c3ccccc3C2=O)cc1C(=O)OCC(=O)NC1CCCCC1` shows -4

Retrieved by compound from above, 2 records:
SMILES	14-3-3 Bad inh	L929 necroptosis	Runt-SMMHC FRET	Tb hexokinase	p47phox inh	Hck-Nef inh	EBV gp42 block	Mdm2 ligase inh	Runt-CBFb FRET
CC(=O)Nc1ccc(C2NC(=O)c3ccccc3O2)cc1 (configuration not stated)	6	0.3	3	3	1	-2	-2	-16	-1
CC(=NCCc1c(C)[nH]c2ccc(C)cc12)C1=C(O)CC(c2ccccc2)CC1=O (configuration not stated)	-16[fluorescence artefact?]	0.1	-2	30	-9	1	1	0	-1

Carrying on.
SMILES	14-3-3 Bad inh	L929 necroptosis	Runt-SMMHC FRET	Tb hexokinase	p47phox inh	Hck-Nef inh	EBV gp42 block	Mdm2 ligase inh	Runt-CBFb FRET
CCCN1CCC(=NNc2ccc(C(=O)O)cc2)CC1	-8	1.3	-1	-2	-7	6	1	-28	0
COc1cccc(C(=O)Nc2ccc(Cl)c(C(F)(F)F)c2)c1	-11	74	-2	4	-15	0	-5	-16	0
C=CCOc1ccc(CNn2cn[nH]c2=S)cc1	0	-0.4	1	8	-17	0	-16	-27	3
CC1=C(C(N)=O)C(c2cccnc2)n2nc(-c3cccc(C)c3)nc2N1 (configuration not stated)	-2[fluorescence artefact?]	-0.1	nt	0	-8	2	3	3	nt
O=C(CCCN1C(=O)c2ccccc2C1=O)Nc1nncs1	19	5.3	0	8	-1	0	-24	-3	0
Cc1onc(-c2ccccc2)c1C(=O)N=C(N)c1ccc(Cl)cc1	-7	0.2	1	-4	-28	12	-13	-8	2
COc1ccc(CCNC(=O)c2cc(C3CC3)on2)cc1OC	-3	0.4	-3	6	9	-9	5	9	1
O=C(Nc1cccc(-c2cn3cccnc3n2)c1)Nc1ccccc1F	-13	55	-1	-7	-15	23	2	-10	-2
Cc1cn(C(=O)c2ccccc2)c(=S)n1-c1ccc(Cl)cc1	8[fluorescence artefact?]	0.8	1	-17	-1	1	0	nt	0
COc1ccc(C)cc1-n1nnnc1SCc1nc2ccccc2s1	11[fluorescence artefact?]	-0.3	3	7	-43	-1	-6	3	-1
O=C1c2oc3ccccc3c(=O)c2C(c2cccs2)N1CCCN1CCOCC1 (configuration not stated)	2	0.3	-58	-2	-8	0	-9	19	-21
CCCOc1ccc(N2C(=O)CC(N3CCC(c4nncn4CC)CC3)C2=O)cc1 (configuration not stated)	3	-0.2	3	-5	5	11	-18	-5	2
O=Cc1ccc(OCC(=O)N2CCOCC2)cc1	-5	13	-2	-3	-6	18	-21	3	-2
COc1ccccc1NC(=S)Nc1ccccn1	-1	0.3	5	-1	-17	3	-11	-21	8
CC(C)Sc1nc(N)c2c3c(sc2n1)CN(C)CC3	8	3.5	29	-55	-10	-1	7	-2	13
COc1ccc(OCC(=O)NC(=S)Nc2ccc(N3CCOCC3)c(Cl)c2)cc1	-4	0.6	0	1	-12	-18	4	-33	5
CCC1CCCCN1C(=O)Cn1nc([N+](=O)[O-])c(Cl)c1C (configuration not stated)	14	-0.6	-4	7	1	-15	2	-8	-1
CN(/C=C/C(=C\C=[N+](C)c1ccccc1)OCCCS(=O)(=O)[O-])c1ccccc1	-8	0.5	-9	-7	-12	29	-214	-5	-19
Cc1ccc(C(=O)C2CCNCC2)cc1	-2	0.0	-4	1	-11	-1	-14	-1	-1
CC1CN(c2ccc(Cl)nn2)CC(C)O1 (configuration not stated)	7	1.5	-6	4	2	-10	9	-49	0
O=C(c1ccccc1)C(C(=O)N1CCCCC1)n1ccccc1=O (configuration not stated)	5	1.5	nt	-9	4	19	-14	-8	nt
CCc1nnc(NC(=O)CSc2nnc(-c3ccoc3C)n2-c2ccccc2)s1	-8	-0.6	-1	-5	2	6	-1	-11	0
CCSCc1nc2ccccn2c1Br	-5	0.4	8	-3	8	21	3	-1	4
CC(=O)N1CCN(c2ccc(NCc3ccc(C)cc3)cc2)CC1	-5	0.5	-2	3	3	2	13	-4	5
CCOC(=O)N1CCN(C(=O)c2ccc3nc(SCc4ccc(F)cc4)n(C)c3c2)CC1	-9	-0.5	2	0	-18	0	-10	-11	-2
Cc1[nH]ccc(=O)c1Oc1ncc(C(F)(F)F)cc1Cl	-6	0.8	2	2	-14	15	-23	18	2
Oc1ccccc1C(Nc1nccs1)c1ccc2cccnc2c1O (configuration not stated)	-4	58	-4	-13	-9	-3	-8	-12	1
O=C(Cn1nc(-c2ccccc2)c2ccccc2c1=O)NCC1CCCO1 (configuration not stated)	0	-1.0	-1	-6	-2	-5	-10	-8	0

Screening results (PubChem)
